Screens deposited in PubChem by Sanford-Burnham Center for Chemical Genomics.
UPR XBP1 act = adaptive UPR (XBP1) activation. activation, % at 20 µM. CHO-XBP1 luciferase reporter, IRE1-XBP1 UPR activation, luminescence; percent of tunicamycin response, DMSO as zero. hit rate 0.33% among 330,000;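 active = versus positive control, 20 µM dose yields 30% or more activation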;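 also: 100% = tunicamycin at 10 µg/mL and 0% = DMSO only wells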
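Material – CHO cell line with stable XBP1 luciferase reporter · Buffer or medium – F12 plus 10% FBS · Compound – single point, 20 µM final compound, 1% DMSO · Schedule – 16-18 h cell attachment at 37 °C, then 6 h compound exposure · Signal – Steady-Glo luminescence read · Benchmarks – high control tunicamycin 10 µg/mL final, low control DMSO vehicle only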
CHOP UPR activ = apoptotic UPR (CHOP) activation | AID 449763 | CHO-CHOP luciferase reporter, luminescence; percent of tunicamycin response over DMSO baseline | activation, % at 10 µM | hit rate 0.34% among 330,000;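 active = at 10 µM dose, activation of 40% or more, normalized to positive control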;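 also: 100% = tunicamycin at 10 µg/mL and 0% = DMSO alone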
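System: CHO CHOP reporter cells. Amount: 500 cells per well. Buffer or medium: F12 medium, 10% FBS. Compound dosing: one dose, 10 µM in 0.5% DMSO. Incubation: 6 h compound exposure at 37 °C after overnight seeding. Technique: Steady-Glo luciferase luminescence. Benchmarks: tunicamycin and DMSO controls.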
Mdm2 MdmX PPI = human Mdm2/MdmX binding inhibition | O15151+Q00987 | SaOS-2 split-luciferase Mdm2/MdmX complementation, luminescence | inhibition, % at 8 µM | hit rate 3% among 330,000;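 active = inhibition of at least 50% at 8 µM in the primary screen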
Target sequence (O15151 whole entry, looked up): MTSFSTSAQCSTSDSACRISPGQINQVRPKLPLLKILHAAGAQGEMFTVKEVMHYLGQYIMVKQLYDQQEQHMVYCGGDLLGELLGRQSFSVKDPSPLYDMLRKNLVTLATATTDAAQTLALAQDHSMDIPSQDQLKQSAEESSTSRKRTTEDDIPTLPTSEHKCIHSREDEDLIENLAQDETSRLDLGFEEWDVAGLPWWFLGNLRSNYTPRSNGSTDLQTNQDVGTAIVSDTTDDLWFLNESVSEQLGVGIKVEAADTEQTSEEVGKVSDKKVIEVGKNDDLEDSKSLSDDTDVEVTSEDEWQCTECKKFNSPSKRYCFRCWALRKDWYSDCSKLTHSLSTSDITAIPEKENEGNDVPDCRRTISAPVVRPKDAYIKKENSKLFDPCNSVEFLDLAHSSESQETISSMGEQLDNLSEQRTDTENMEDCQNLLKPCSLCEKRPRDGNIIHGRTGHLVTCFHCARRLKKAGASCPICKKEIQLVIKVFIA
Target sequence (Q00987 whole entry, looked up): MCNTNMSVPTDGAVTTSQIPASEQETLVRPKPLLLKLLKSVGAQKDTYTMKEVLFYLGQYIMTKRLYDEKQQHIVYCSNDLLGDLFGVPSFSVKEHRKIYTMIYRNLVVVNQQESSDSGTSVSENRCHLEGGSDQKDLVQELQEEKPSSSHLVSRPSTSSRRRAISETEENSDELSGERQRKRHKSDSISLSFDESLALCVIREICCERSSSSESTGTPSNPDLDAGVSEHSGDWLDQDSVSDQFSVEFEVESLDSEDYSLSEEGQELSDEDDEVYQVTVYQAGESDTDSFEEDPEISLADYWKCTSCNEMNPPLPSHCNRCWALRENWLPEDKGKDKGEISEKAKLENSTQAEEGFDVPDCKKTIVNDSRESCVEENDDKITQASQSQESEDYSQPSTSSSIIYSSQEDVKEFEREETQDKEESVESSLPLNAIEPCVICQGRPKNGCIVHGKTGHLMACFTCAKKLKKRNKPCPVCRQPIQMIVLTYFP
697 NFkB inh = lowers PMA/ionomycin-induced NF-kB signal in 697 B cells; 697 B-cell NF-kB luciferase reporter, 16 h; inhibition, % at 4 µM; AID 435022; hit rate 0.33% among 330,000; in the data active = inhibition above about 35%
tim10-1 inh = growth inhibitors of tim10-1 mutant yeast; S. cerevisiae tim10-1 ts strain growth, BacTiter-Glo, 24 h; inhibition, % at 20 µM; hit rate 2.2% among 330,000; AID 463190;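 active = inhibition of at least 40%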;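 also: mutant grown at 25 °C; 0% = DMSO wells with yeast and 100% = wells holding no yeast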
Jurkat NFkB inh = inhibitors of the PMA/ionomycin-induced NF-kB reporter in Jurkat cells. PMA/ionomycin-induced NF-kB luciferase reporter, luminescence. hit rate 0.53% among 330,000. AID 435003. inhibition, % at 4 µM; in the data active = inhibition above about 50%
tim23-1 inh = growth inhibitors of tim23-1 mutant yeast. S. cerevisiae tim23-1 growth, BacTiter-Glo luminescence, 24 h. hit rate 1.3% among 330,000. inhibition, % at 20 µM;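 active = growth inhibition of the mutant yeast at or above 50%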;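 also: temperature-sensitive mutant grown at 25 °C; plate controls were DMSO-treated mutant yeast for no effect and medium wells lacking yeast for full effect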
TIM10 inh = inhibits growth of TIM10 yeast strain; S. cerevisiae TIM10 strain growth, BacTiter-Glo luminescence, 24 h; inhibition, % at 10 µM; hit rate 1.4% among 330,000;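 active = inhibition of 40% or more at the single tested concentration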;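 also: wild-type TIM10 isogenic control strain grown at permissive 25 °C; 0% = DMSO yeast wells and 100% = minimal medium wells without yeast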
* = called active by the depositor.

SMILES	UPR XBP1 act	CHOP UPR activ	Mdm2 MdmX PPI	697 NFkB inh	tim10-1 inh	Jurkat NFkB inh	tim23-1 inh	TIM10 inh
COC(=O)c1ccc(Nc2nc(-c3ccncc3)nc3ccccc23)cc1	-1	0.7	17	8	-12	-14	-11	-19
Cc1ccc(NC(=O)COC(=O)C(NS(=O)(=O)c2ccc(Cl)cc2)C(C)O)c(Br)c1 (stereo not drawn)	0	0.7	-2	20	-3	-4	5	-26
CC(C)NS(=O)(=O)c1ccc(CCC(=O)NCc2cccnc2)cc1	0	2.0	-17	-20	2	-8	11	9
Cc1n[nH]c(C)c1Cc1ccc(C(=O)O)cc1	0	0.1	-18	-6	4	2	12	-4
CC(=O)Oc1ccc(C(=O)Nc2ccc3c(c2)OCCO3)cc1	-5	1.2	-31	-145	9	-97	16	24
Cc1ccc(S(=O)(=O)N2CCOCC2)cc1NC(=O)COC(=O)c1cnccn1	-4	-2.6	7	18	-6	5	-5	1
Cc1nn(Cc2ccccc2)c(C)c1C(=O)NCC(c1cccs1)N1CCOCC1 (stereo not drawn)	-4	1.2	16	12	-1	2	-5	-2
COc1ccccc1CC(=O)N1CCN(c2ccccc2F)CC1	-4	-1.2	20	2	17	9	22	-1
CC(C)(C)NC(=O)CN(c1cccc([N+](=O)[O-])c1)S(=O)(=O)c1ccccc1	1	-1.3	22	-8	10	-4	8	-7
O=C(COc1ccccc1Cl)NNC(=O)C1CCCO1 (stereo not drawn)	-3	-0.9	14	2	-2	-2	8	-12
Cc1cccc2cc(COC(=O)C(C)(C)C)c(=O)[nH]c12	0	0.9	-12	-9	6	3	3	10
Cc1ccc2[nH]c3c(=O)n(CC(=O)NCc4ccco4)ncc3c2c1	-5	0.1	9	7	0	6	-9	-6
COC(=O)c1ccc(C(=O)OC)c(NC(=O)COC(=O)C2CC2C)c1 (stereo not drawn)	-2	0.8	-13	7	-4	-9	-10	-16
Cc1ccc(C)c(N2CC(C(=O)OCC(=O)Nc3cc(C)on3)CC2=O)c1 (stereo not drawn)	0	1.1	-16	9	-15	0	3	2
CCOc1ccc(C2=Nn3c(nnc3-c3ccccc3)SC2)cc1Cl	1	4.1	17	-18	5	37	-1	-6

The closing 3 entries of the part before open the next one.
SMILES	UPR XBP1 act	CHOP UPR activ	Mdm2 MdmX PPI	697 NFkB inh	tim10-1 inh	Jurkat NFkB inh	tim23-1 inh	TIM10 inh
COC(=O)c1ccc(C(=O)OC)c(NC(=O)COC(=O)C2CC2C)c1 (stereo not drawn)	-2	0.8	-13	7	-4	-9	-10	-16
Cc1ccc(C)c(N2CC(C(=O)OCC(=O)Nc3cc(C)on3)CC2=O)c1 (stereo not drawn)	0	1.1	-16	9	-15	0	3	2
CCOc1ccc(C2=Nn3c(nnc3-c3ccccc3)SC2)cc1Cl	1	4.1	17	-18	5	37	-1	-6
Cc1ccc(N2CCN(C(=O)c3ccccc3NC(=O)C3CCCCC3C(=O)O)CC2)cc1 (stereo not drawn)	1	1.3	5	-2	-4	-2	4	-10
CCN(CC)C(=O)Cn1nnc(-c2ccc(S(C)(=O)=O)cc2)n1	3	2.1	18	10	-9	7	-5	-1
COC(C/C=C/[C@H](O)[C@@H](C)OCc1ccccc1)OC	-1	-2.2	16	7	23	1	25	16
Fc1ccccc1OCCCCCCN1CCCC1	-2	2.8	-8	-21	1	-19	3	8
Cc1ccccc1-c1nc(CS(=O)(=O)CC(=O)NC(C)c2ccccc2)c(C)o1 (stereo not drawn)	-4	-1.6	15	-50	22	-4	24	18
CN(C)CCN1C(=O)c2oc3ccc(F)cc3c(=O)c2C1c1ccncc1 (stereo not drawn)	0	1.5	-17	8	-6	4	-5	-3
CC(=O)N=c1n(C)c2ccccc2n1CCOc1ccccc1	-2	-1.6	-28	17	10	-9	21	-13
O=C(/C=C/c1ccccc1)NNC(=O)C1CC1	-2	2.0	-7	18	6	-5	1	0
Nc1c(N(CCO)C(=O)C2CCCC2)c(=O)[nH]c(=O)n1Cc1ccccc1	-2	-0.1	-6	9	7	16	11	4
O=C(NC1CCN(Cc2ccccc2)C1)c1cccc(S(=O)(=O)N2CCOCC2)c1 (stereo not drawn)	-2	-0.3	10	16	-4	-9	-7	1
CCOC(=O)N1CCN(C(=O)c2cc3c(-c4cccc(OC)c4)nn(C)c3s2)CC1	-1	0.1	8	10	25	15	23	23
CCN(Cc1ccccc1)S(=O)(=O)c1ccc(C(=O)Nc2nnc(C3CC3)o2)cc1	-2	0.7	47	-16	23	-5	17	0
CC(=O)Nc1ccccc1NC(=O)CC(C)(C)C	0	-0.2	11	-9	2	-12	19	-6
Cc1ccc(C)c(NC(=O)c2ccc3c(c2)N(Cc2ccc(F)cc2)C(=O)CS3=O)c1 (stereo not drawn)	-3	-1.1	-26	-5	6	-4	8	4
COc1ccc(CCNC(=O)CCn2c(=O)oc3ccccc32)cc1OC	2	0.3	5	-22	0	-1	-4	-2
O=C(NCc1ccc(F)cc1)c1ccc(CS(=O)(=O)Cc2ccc(F)cc2)o1	-6	-1.3	15	-2	6	-9	3	-5
CCOc1ccc(CCNC(=O)c2cccc(S(=O)(=O)N3CCOCC3)c2)cc1OCC	-1	-0.7	27	-18	-8	-20	-7	1
COc1ccccc1NC(=O)CSc1nnc(NC(=O)C2CC2)s1	-1	-1.2	4	22	3	-9	0	-18
O=C(c1ccccc1)n1ccn(-c2ccccc2)c1=S	0	-0.9	-2	-8	26	9	14	25
COC(=O)C[C@H]1c2cc(C(F)(F)F)ccc2S(=O)(=O)N1C1CCCCC1	-1	-0.3	-35	9	27	3	18	1
Cc1c(C(=O)N2CCOCC2)sc2ncn(CC(=O)N3CCC(C)CC3)c(=O)c12	0	-0.7	-20	-6	-10	2	-4	5
O=C(Nc1nncs1)c1cccc(S(=O)(=O)N2CCc3ccccc32)c1	-3	2.9	5	-12	2	-4	10	-9
NC(=O)NC(=O)CSc1nnc(-c2ccco2)n1Cc1ccccc1	-4	1.7	19	2	15	-13	7	-12
COc1ccc(C)cc1NS(=O)(=O)c1cc(C)ccc1C	-4	1.2	-37	5	13	3	9	24
CC(C)(C)OC(=O)NCCc1nnc(SCc2ccc(Cl)cc2Cl)o1	-1	0.5	8	-1	31	-12	36	11
CNc1nc(-c2ccccc2)cc(C(F)(F)F)c1C#N	-1	-2.3	-26	-24	14	-15	4	-3
O=C(CNCC1CCCO1)Nc1ccccc1N1CCCCCC1 (stereo not drawn)	-2	2.5	-5	-11	24	-5	28	4
COc1cccc(CNC(=O)c2cccc(S(=O)(=O)N3CCN(c4ccc(F)cc4)CC3)c2)c1	-3	0.9	6	9	25	18	29	14
Cc1cc2nnc(SC3CCCCN(C(=O)c4ccc(F)cc4)C3=O)n2c2ccccc12 (stereo not drawn)	6	-0.2	18	17	7	2	5	4
O=C(NCC(=O)N1CCCC1)c1ccc(Br)o1	2	2.6	-29	-1	16	-11	2	-1
Cc1oc2ccc(O)cc2c1C(=O)c1ccc([N+](=O)[O-])cc1	1	-1.6	26	12	45*	13	45	28
O=C1CC(=O)N(Cc2ccco2)C(=O)N1	-2	-1.2	18	5	16	6	3	9
C=CC[C@@H](CC(=O)N(CCO)Cc1ccccc1)C(=O)N[C@H](COC(=O)[C@@H](CC=C)CC(=O)OC(C)(C)C)c1ccccc1	-3	3.0	-12	-34	31	-30	17	-5
Cc1ccc(C(=O)NC2CCC(C)CC2)o1 (stereo not drawn)	-1	0.2	-28	-20	29	-11	19	8
Cc1nc2nc(C)c(NS(=O)(=O)c3ccc(C(C)(C)C)cc3)c(=O)n2[nH]1	-3	-0.5	-13	-11	-14	15	-1	5
CCCN1CCC(NC(=O)Nc2ccc(Br)cc2)CC1	0	0.2	12	3	2	-13	-1	-1
CCCn1c(N2CCC(Cc3ccccc3)CC2)nc2c1c(=O)[nH]c(=O)n2C	5	0.1	33	-37	-46	3	-43	-310
CC(NC(=O)C12CC3CC(C)(CC(C)(C3)C1)C2)c1ccncc1 (stereo not drawn)	-7	-3.1	-12	-10	16	6	22	-5
COc1ccc(CCn2nnnc2C(C(C)C)N2CCC(C(N)=O)CC2)cc1OC (stereo not drawn)	-1	-0.7	14	21	3	3	-28	8
CCc1ccccc1N(CC(=O)O)S(C)(=O)=O	2	0.0	-22	-6	-8	-10	-2	2
COc1ccc(CSc2nc(C)cc(C)c2S(C)(=O)=O)cc1	-3	-1.5	11	-6	3	10	9	-2
COC(=O)c1ccccc1S(=O)(=O)N1CCC(C(=O)OC(C)C(=O)NC(N)=O)CC1 (stereo not drawn)	-2	0.6	29	4	3	10	2	8
Cc1ccc(-n2c(C)cc(/C=N\NC(=O)CC(=O)NC(C)C)c2C)cc1	-2	0.7	0	4	0	0	9	1
Cc1cc(C)cc(-n2nnnc2SCC(=O)Nc2nc(-c3ccc(Cl)cc3)cs2)c1	34*	0.3	48	-8	19	-3	12	15
Cc1ccc2nsnc2c1N	-1	-0.8	-12	-1	10	14	-1	-10
Cc1cccnc1CCNC(=O)CCc1nnc(CCc2ccccc2)o1	-2	0.6	10	-6	10	0	-7	4
COc1ccc(CCNC(=O)CCc2ccsc2)cc1OC	3	0.9	-34	-10	8	-12	12	-11
CN(CCCNC(=O)c1ccc(N2CCCC2=O)cc1)c1ccccc1	-4	-1.8	-4	2	5	13	7	5
CC(C)Oc1ccc(C(=O)Nc2ccc(C(F)(F)F)n(C)c2=O)cc1	2	1.1	-65	-20	39	-29	37	10
C/C(=N\OC(=O)Nc1ccc(Cl)cc1)c1ncc(C(F)(F)F)cc1N1CCOCC1	2	1.5	-43	4	13	1	11	13
CCN1CCN(c2ccc(S(=O)(=O)N3CCCCC3)cc2NC(=O)C(C)Oc2ccc(F)cc2)CC1 (stereo not drawn)	1	-0.8	-2	-12	28	-12	15	7
CCN(CC)C(=O)C12CC3CC(CC(Br)(C3)C1)C2	1	1.3	6	11	3	13	15	-6
CC(C)CC(=O)Nc1ccccc1-c1nnn(CC(=O)N2CCc3ccccc3C2)n1	0	-0.8	-53	9	38	-6	26	10
Cc1c(C(=O)N2CCCCC2)c(S(=O)(=O)NCc2ccc(F)cc2)c(C)n1C	-3	0.3	8	-8	8	15	3	2
Cc1cc2c(cc1S(=O)(=O)NCc1ccccc1)n(C)c(=O)c(=O)n2C	-1	-1.5	5	2	-16	-6	-2	-2
CCN1CCN(S(=O)(=O)c2cc(OC)ccc2OC)CC1	0	-1.0	15	22	15	-1	13	-11
CCCCN(CCCC)C(=O)c1cc2ccccc2c(=O)o1	0	-1.4	3	-7	6	3	20	-2
Cc1noc(C)c1COC(=O)CCc1nc2ccccc2s1	2	0.5	-11	10	4	7	-6	-12
O=C(Nc1ccccc1)Nc1ccccn1	1	2.7	-7	-26	7	-39	-8	1
C=CCn1c(O)c(CN2CCN(Cc3ccccc3)CC2)c(C)c(C#N)c1=O	2	-0.3	-15	7	14	11	20	4
Cc1nc(C)c(NC(=O)N2CCc3ccccc32)cc1NC(=O)N1CCc2ccccc21	1	-0.4	17	-25	8	-9	17	6
COC(=O)c1ccc(N/C=C/C(=O)c2ccccc2)cc1	-9	0.0	-64	-180	5	-137	12	-6
Cc1ccc(S(=O)(=O)N(C)CC(=O)NC2CCCC2)cc1	-1	1.2	-8	-24	7	-31	11	20

Sorted by the number under Mdm2 MdmX PPI (high to low): 3 of the compounds above.
compound,UPR XBP1 act,Mdm2 MdmX PPI,697 NFkB inh,Jurkat NFkB inh,TIM10 inh
O=C(Nc1nncs1)c1cccc(S(=O)(=O)N2CCc3ccccc32)c1,-3,5,-12,-4,-9
Nc1c(N(CCO)C(=O)C2CCCC2)c(=O)[nH]c(=O)n1Cc1ccccc1,-2,-6,9,16,4
CCc1ccccc1N(CC(=O)O)S(C)(=O)=O,2,-22,-6,-10,2
